hiPSC survival = hiPSC single-cell survival enhancement; ATPlite luminescence; 100% = ROCK inhibitor wells, 0% = DMSO; survival enhancement, % at 20 µM; 0.044% of 360,000 active; in the data active = survival enhancement above about 18%;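 also: cells exposed to compounds for 16 hours before the ATP read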
NR2E3 ag-1 = activates human NR2E3 receptor; Q9Y5X4; CHO-S Gal4-NCOR/VP16-NR2E3 two-hybrid, luciferase; inhibition of corepressor binding, % at 3.98 µM; 0.35% of 360,000 active; AID 602229;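 active = inhibition above the mean of all tested compounds plus 3 SD, cut at about 70% in these data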;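 also: 0% = DMSO with NR2E3 transfected cells and 100% = cells lacking NR2E3 construct; higher means lower luciferase signal from less NR2E3 corepressor binding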
Target sequence (Q9Y5X4 whole entry, looked up, the tested form may be a part): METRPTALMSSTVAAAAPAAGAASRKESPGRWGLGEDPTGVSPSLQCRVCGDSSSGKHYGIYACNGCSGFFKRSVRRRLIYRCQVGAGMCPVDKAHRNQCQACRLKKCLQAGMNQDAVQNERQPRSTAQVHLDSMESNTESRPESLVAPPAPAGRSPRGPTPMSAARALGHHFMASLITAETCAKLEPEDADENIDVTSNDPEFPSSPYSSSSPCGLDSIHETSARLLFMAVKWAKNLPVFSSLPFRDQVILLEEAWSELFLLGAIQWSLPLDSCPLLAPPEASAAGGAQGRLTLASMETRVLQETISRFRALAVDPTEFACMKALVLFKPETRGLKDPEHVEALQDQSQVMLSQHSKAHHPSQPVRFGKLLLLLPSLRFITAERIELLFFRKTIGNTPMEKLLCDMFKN
CF NFkB block = blocks PAF-induced NF-kB reporter in cystic fibrosis cells. AID 588850. 0.86% of 360,000 active. inhibition, % at 5 µM. KKLEB NF-kB-GFP reporter, GFP fluorescence overnight;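 active = at least 50% inhibition at 5 µM, scaled per plate between neutral and stimulator controls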;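 also: PAF is a Pseudomonas aeruginosa culture filtrate used as stimulus; plate controls were PAF-stimulated DMSO wells for no effect and unstimulated DMSO wells for full effect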
MITF TRPM1 inh = inhibitors of MITF-driven TRPM1 promoter in melanoma cells. SK-MEL-5 TRPM1 promoter luciferase, 24 h. 0.83% of 330,000 active. inhibition, % at 12.5 µM;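 active = mean inhibition across replicates of 60% or more, whatever share of single replicates reaches that level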; also: values of inactives mirror those of a sister screen read the other way
KKLEB tox = CF airway cell cytotoxicity counter-screen; KKLEB CF airway cells viability, ATPlite luminescence, overnight; active compounds read low; cells stimulated with P. aeruginosa culture filtrate; activity change (cytotoxicity), % at 5 µM; 0.36% of 360,000 active; AID 602141;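 active = corrected activity change at or below -50% at 5 µM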
C8 TRAIL sens = sensitizes caspase-8 expressing cells to TRAIL; NB7+C8 cells + TRAIL, ATPlite viability luminescence; inhibition (viability loss, TRAIL sensitization), % at 10 µM; 1% of 360,000 active;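 active = compounds causing at least 50% loss of cell viability in the single-dose screen, relative to plate controls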
Peg3 prom inh = inhibitors of Peg3 promoter; HeLa PEG-Prom luciferase reporter, luminescence, overnight; inhibition, % at 20 µM; 1.7% of 360,000 active;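 active = inhibition of at least 50% at 20 µM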
LMP1 NFkB inh = inhibitors of Epstein-Barr LMP1-induced NF-kappaB reporter; inhibition, % at 12.5 µM; LMP1-induced NF-kappaB luciferase reporter cells, luminescence; 0.69% of 350,000 active; in the data active = inhibition above about 41%;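 also: 0% = neutral control wells and 100% = reference inhibitor control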
HIF-2a inh = inhibitors of HIF-2a. 0.72% of 360,000 active. 786-0 RCC cells HIF-2a reporter, luciferase luminescence, overnight. inhibition, % at 18.8 µM;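 active = inhibition of the luminescence signal of 40% or more relative to plate controls, in a single-dose primary screen at 18.75 µM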
Shn3 inh set2 = Schnurri-3 reporter inhibition in Clone20 osteoblasts | Clone20 osteoblast Shn3 3'UTR firefly luciferase, 24 h | inhibition, % at 12.5 µM | 0.52% of 360,000 active | AID 588674;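 active = mean inhibition of at least 75% with every replicate also reaching 75%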;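 also: 0% = median of neutral control wells and 100% = pilot-screen positive control compound; some compounds past the cut are filed as inactive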
NR2E3 ag-2 = activates human photoreceptor nuclear receptor NR2E3 | 0.12% of 320,000 active | GST-NR2E3/biotin-RetCOR TR-FRET, 1536-well | inhibition of corepressor binding, % at 4.78 µM | Q9Y5X4 | AID 2300;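 active = percent inhibition above the cutoff of mean plus 3 SD of all tested compounds, set per screening campaign, cut at about 20% in these data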;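 also: 0% = DMSO wells and 100% = biotin wells as full block of FRET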
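Assay system: NR2E3–RetCOR corepressor complex. Quantity: 1.35 nM GST-NR2E3. Buffer or medium: pH 7.5 Tris-based buffer. Reagent: biotinylated RetCOR corepressor at 7 nM final. Schedule: 5 h at 4 °C. Detection: TR-FRET, emission read at 617 and 671 nm. Replicates: one well per compound, singlicate testing.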
* marks the source's active call; other numbers are inactive results; . = not tested or not shown. This is a subset (hit frequency here may not be typical).

Screens in order – hiPSC survival | NR2E3 ag-1 | CF NFkB block | MITF TRPM1 inh | KKLEB tox | C8 TRAIL sens | Peg3 prom inh | LMP1 NFkB inh | HIF-2a inh | Shn3 inh set2 | NR2E3 ag-2
1) Cc1c(NC(=S)N/C(=N/S(=O)(=O)c2ccccc2)c2ccccc2)c(=O)n(-c2ccccc2)n1C
→ -0.4 | -19 | -10 | -10 | 7 | -3 | 3 | -4 | -5 | -8 | 0
2) O=C(NNS(=O)(=O)c1ccccc1)c1cccc([N+](=O)[O-])c1
→ 0.4 | -17 | -2 | 7 | -2 | -14 | 1 | 11 | 9 | 3 | 1
3) O=C(CCn1nc(-c2ccc(Cl)cc2)c2ccccc2c1=O)Nc1cccnc1
→ -0.4 | 13 | 6 | -7 | 8 | -1 | 3 | -3 | 13 | 12 | -1
4) CS(=O)(=O)N1CCCC(C(=O)NCc2ccc(F)cc2)C1 (configuration not stated)
→ 2.0 | -5 | -1 | 11 | 0 | -13 | 9 | -3 | -5 | 12 | -2
5) O=C(CSc1ccc(-c2cccs2)nn1)NCCc1ccccc1
→ -0.5 | -12 | 1 | 4 | -1 | -2 | -12 | -8 | 1 | 7 | -5
6) CCOc1ccccc1NC(=O)CSc1nc2nc(-c3cccs3)cc(C(F)(F)F)c2c(=O)[nH]1
→ 0.4 | 11 | 15 | 4 | 0 | 3 | 11 | 0 | 18 | 1 | 7
7) CC(=O)N(C)c1nc(N)n(-c2ccccc2)n1
→ -0.6 | 6 | -16 | -7 | 9 | 26 | 9 | 3 | 3 | -12 | -1
8) O=C(NCC1CCCO1)Nc1ccccc1 (configuration not stated)
→ -0.1 | -20 | 7 | -4 | 11 | -2 | 1 | 6 | -1 | -13 | 1
9) Cc1c(Br)c([N+](=O)[O-])nn1CC(=O)NCCc1ccc(Cl)cc1
→ 0.3 | -13 | 2 | 8 | -1 | -8 | 11 | -3 | 19 | 6 | -2
10) CCOC(=O)/C(=C\c1cccc(O)c1)c1nc2sc(C)c(C)c2c(=O)[nH]1
→ -1.1 | 43 | 74* | 25 | -26 | 4 | 115* | 3 | 95* | 36 | -3
11) NS(=O)(=O)c1cccc(NC(=O)Nc2ccccc2)c1
→ -0.2 | -22 | 1 | 5 | 5 | 13 | 1 | -8 | -10 | 3 | -2
12) CCC1Nc2ccccc2-c2nnc(SC)nc2O1 (configuration not stated)
→ 4.2 | -19 | -13 | 0 | 8 | -5 | 2 | -2 | 8 | 6 | -3
13) COCCNC(=O)C1CCN(S(=O)(=O)c2ccc3c(c2)OCCO3)CC1
→ -0.1 | -29 | -4 | -5 | -10 | -10 | -7 | -2 | 1 | -9 | -3
14) O=C(Cc1cccc(C(F)(F)F)c1)Nc1cc(S(=O)(=O)N2CCOCC2)ccc1N1CCCC1
→ -0.2 | -16 | -4 | -4 | -4 | -10 | -5 | -14 | 11 | 11 | -1
15) CC(/C=N/NC(=O)c1ccc2nc(C)[nH]c2c1)=C\c1ccccc1
→ -1.4 | -9 | 2 | -16 | -8 | 9 | -29 | -8 | -11 | -4 | -4
16) CC(=O)n1cc([C@H]2C=C(C(=O)NCc3ccccc3)O[C@@H](OCCCCO)C2)c2ccccc21
→ -1.6 | -7 | -1 | 5 | 4 | 1 | -2 | 0 | 14 | 6 | 2
17) CC1(Oc2ccccc2)CCN(Cc2ccc(-c3ccccn3)cc2)C1 (configuration not stated)
→ 6.6 | 15 | 13 | . | -3 | -11 | -7 | . | -4 | -15 | .
18) CCOC(=O)C(=NC(C)C)NNc1cc(Cl)ccc1Cl
→ 1.5 | -15 | 11 | 5 | 0 | -9 | 16 | -8 | 12 | -19 | 4
19) CC(C)(C)c1ccc(C(=O)NNc2ccc(F)cc2F)cc1
→ -0.2 | 14 | 5 | -26 | 0 | -4 | -33 | -28 | -58 | 21 | 2
20) COc1ccc(NC(=O)CSCC(=O)Nc2ccccc2C(=O)N2CCCCC2)cc1
→ -0.5 | 14 | -7 | 0 | 7 | -5 | 8 | -4 | 5 | -14 | 4
21) CC(C)n1c(/N=C/c2ccccc2O)nc2ccccc21
→ 0.0 | 14 | 17 | 9 | -7 | -5 | 9 | -2 | 21 | 1 | 3
22) CCC(C)c1ccccc1NC(=O)C1CCCO1 (configuration not stated)
→ 7.1 | 2 | 9 | 4 | -4 | -14 | 0 | 7 | -12 | -6 | 2
23) CCc1ccccc1NC(=O)Nc1cc(F)ccc1F
→ 1.8 | 3 | -3 | 3 | -1 | 14 | -21 | -12 | -28 | 8 | -2
24) CCCNC(=O)c1ccc(N2CC3CC(C2)c2cccc(=O)n2C3)c(NC(=O)Nc2ccc(CC)cc2)c1 (configuration not stated)
→ -0.4 | -21 | -10 | 6 | -3 | -3 | 2 | -1 | -4 | 8 | -6
25) Cc1ccc(NS(=O)(=O)c2cc(C(=O)NCc3ccccn3)ccc2Cl)cc1C
→ 1.8 | -5 | -14 | 7 | 20 | 17 | 13 | 3 | 14 | -9 | 0
26) Cc1ccc(C(=O)NCC#N)cc1
→ -4.8 | -7 | 10 | 1 | -28 | -6 | 6 | 1 | 15 | 5 | 7
27) N#Cc1c(NC(=S)NC(=O)c2ccccc2)sc2c1CCCC2
→ -0.4 | -27 | 12 | -62 | 0 | 6 | -147 | -12 | -150 | -28 | 2
28) COc1ccc(C(=O)Oc2ccc(C(=S)N3CCOCC3)cc2)cc1
→ -1.3 | 12 | -22 | -8 | 10 | -5 | 2 | 1 | -2 | 7 | 0
29) CCC(=O)N1CCC1(C)C(=O)Nc1cccc2cccnc12 (configuration not stated)
→ 2.0 | -4 | -8 | . | 3 | -14 | -9 | . | 4 | -6 | .
30) CCn1c(=O)cc(OCC(=O)Nc2ccc3c(c2)OCCO3)c2ccccc21
→ 3.5 | 3 | 6 | 10 | 6 | -1 | -6 | 7 | -14 | -14 | -1
31) C[C@@H]1COC(=O)[C@H](NC(=O)OCC2c3ccccc3-c3ccccc32)C/C=C\C[C@@H](CC(=O)N[C@H](CO)Cc2ccccc2)C(=O)N1
→ -0.2 | -4 | 3 | 0 | 8 | 13 | 0 | 4 | -3 | 15 | .
32) CCOC(=O)C1(C)NC(c2ccc(O)cc2)C2C(=O)N(c3ccccc3)C(=O)C21 (configuration not stated)
→ -0.3 | -7 | -1 | -1 | 1 | -6 | 2 | -12 | 14 | -13 | 2
33) CC1CCN(c2ccc3c(c2)S(=O)(=O)c2cccc(C(=O)NC4CCCCC4)c2C3=O)CC1
→ -0.9 | 8 | -17 | . | -16 | 27 | -48 | -15 | -63 | -6 | 1
34) O=C(O)c1ccc(OCC(O)Cn2cnc3ccccc32)cc1 (configuration not stated)
→ -0.3 | -1 | 4 | 2 | 3 | 2 | 2 | -15 | 13 | 2 | -1
35) CC(=O)Nc1c(-c2ccc(F)cc2)nc2ccccn12
→ 0.0 | 23 | 9 | -2 | -8 | -3 | 0 | -5 | 3 | -14 | 2
36) CCOc1cc(/C=N/NC(=O)c2ccc3c(c2)OCCO3)cc(Br)c1O
→ 0.9 | -42 | 1 | -6 | -4 | 18 | -83 | 0 | -116 | -43 | 1
37) COc1ccc(Cc2nc3ccc(C(=O)N4CCCCC4CCO)cc3o2)cc1 (configuration not stated)
→ -0.1 | -34 | 8 | -15 | 3 | -4 | -21 | -11 | -32 | -4 | -4
38) COc1cccc(/C=C/C(=O)OCC(=O)Nc2ccccc2Sc2ccccc2)c1
→ -0.3 | -23 | -10 | -1 | 7 | 4 | -14 | -1 | 5 | 18 | 2
39) Brc1ccc(-c2csc(-c3ccncc3)n2)cc1
→ 3.3 | -56 | -40 | -77 | 14 | 9 | -202 | 3 | -273 | -58 | 4
40) COc1ccccc1NS(=O)(=O)c1cccc(C(=O)N2CCCCCCC2)c1
→ -0.2 | -2 | 0 | -1 | 3 | 1 | -14 | -6 | 13 | 13 | 2
41) CSc1ccc(CN2CCC(CO)(CCOc3ccccc3)CC2)cc1
→ -0.3 | 20 | 2 | 5 | -19 | 5 | 13 | 9 | 3 | -3 | 3
42) COc1ccccc1-c1noc(-c2ccccc2C(=O)Nc2cccnc2)n1
→ -1.6 | -10 | -12 | -8 | 7 | 2 | -20 | -2 | -34 | -2 | -2
43) Cc1ccccc1NC(=O)c1onc2c1CCCC2
→ -1.3 | -94 | -8 | -72 | 0 | 23 | -303 | -25 | -222 | -52 | 1
44) CCN(Cc1ccccc1)C(=O)c1ccc2c(=O)n3c(nc2c1)CCC3
→ -0.5 | -41 | -7 | 12 | -6 | -2 | 1 | -5 | -10 | 3 | -2
45) Cc1ccccc1C(=O)Nc1ccccc1N1CCN(C(=O)c2ccccc2)CC1
→ 0.4 | -9 | -10 | -5 | 14 | 17 | 25 | -1 | 3 | -19 | 1
46) Cc1cccc(C(=O)OCC(=O)N2CCCCCC2)c1O
→ -1.5 | -78 | 0 | . | 0 | -4 | -333 | -33 | -64 | -108 | 1
47) CC(C)OCCCNC(=O)C1CCN(S(=O)(=O)N2CCCC2)CC1
→ -1.5 | -23 | 1 | 13 | 6 | -3 | 2 | 6 | 11 | -6 | 0
48) CSc1nnc2c(n1)OC(c1ccsc1)N(C(C)=O)c1ccccc1-2 (configuration not stated)
→ -3.5 | -11 | 5 | 6 | -4 | 5 | 19 | 9 | 13 | 2 | 4
49) CC(=O)Nc1ccc(Nc2cc(N3CCOCC3)c3nonc3c2[N+](=O)[O-])cc1
→ -2.6 | 18 | -3 | 13 | -10 | 3 | 14 | 6 | 42* | -8 | 1
50) Cc1cc(N(C)C)c(C#N)c(N2CCCCC2)n1
→ 1.9 | 31 | 4 | -9 | -4 | -4 | 2 | -5 | 3 | 6 | -1
51) CC(C)CN(C(=O)COC(=O)c1nc(Cl)ccc1Cl)C1CCS(=O)(=O)C1 (configuration not stated)
→ -0.8 | 2 | 5 | -6 | 2 | -2 | 3 | -12 | 19 | 3 | -1
52) COc1ccc(C(=O)Nc2ccncc2)c(OC)c1
→ 3.7 | -11 | -11 | -4 | 10 | 2 | -52 | 5 | -52 | -4 | -4

Assay outcomes (PubChem)
